P. falciparum M1AAP: malaria alanyl aminopeptidase activity blockers – biochemical, fluorogenic H-Leu-NHMec substrate, 1536-well (AID 1445); recombinant M1AAP, H-Leu-NHMec fluorogenic kinetic assay; higher % means a stronger effect; inhibition, % at 30 µM; hits with a dose series show IC50 in µM; actives 0.42% (n = 220,000);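 active = primary inhibition above the hit cutoff, then over 50% inhibition at one or more dose response concentrations, cut at about 23% in these data, passing the limit was not always enough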;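 also: plate controls were DMSO full reaction for no effect and no enzyme background for full effect; strong numbers were not always called active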
human PMI inhibitors: human PMI inhibitors, high substrate, primary screen, biochemical, fluorescence intensity, high mannose 6-phosphate (AID 1220); recombinant PMI enzyme, coupled fluorescence intensity; higher % means a stronger effect; inhibition, % at 20 µM, or IC50 in µM where a hit was titrated; actives 0.66% (n = 190,000)
human PMI inhibition: MPI enzyme activity inhibition – biochemical, fluorescence intensity, coupled assay, primary screen (AID 1209). purified PMI enzyme, coupled fluorescence intensity; higher % means a stronger effect. one-dose inhibition, % at 20 µM; IC50 in µM for titrated hits. actives 0.42% (n = 190,000);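 also: plate controls were DMSO vehicle for no effect and wells lacking substrate for full effect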
XIAP antagonists: XIAP antagonists, biochemical, IAP family, fluorescence polarization (AID 1018) | XIAP BIR domain, fluorescence polarization peptide displacement; higher % means a stronger effect | displacement, % at 20 µM, or IC50 in µM where a hit was titrated | actives 0.007% (n = 200,000); in the data active = displacement above about 50%; also: a part of the inactive calls stands beside numbers as strong as those of hits
TNAP activators: human TNAP enzyme activators, primary screen, biochemical, luminescent, no phosphate acceptor, uHTS (AID 1001) | activation fold at 20 µM; hits with a dose series show EC50 in µM | purified TNAP, luminescent activation assay, no phosphate acceptor; higher activation fold means a stronger effect | actives 0.03% (n = 200,000); in the data active = activation fold from about 3, or a potency from the dose series; inactive = the rest, 99 in 100 with activation fold below about 1.6; also: many of its hits are not listed in these tables
Lipid droplet: hepatic lipid droplet formation modulation; AID 1656; AML12 mouse hepatocytes, oleate lipid droplets, BODIPY imaging; inhibition, % at 6.5 µM; actives 0.4% (n = 240,000);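 active = lipid droplet intensity inhibited by at least 50%, with more than 500 cells counted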
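Assay system: AML12 hepatocytes (mouse); Probe or stimulus: oleic acid at 100 µM to induce lipid droplet formation; Dosing: compound at 6.5 µM only; Schedule: compound with oleate, overnight; Detection: fluorescence imaging, 20x objective, two fields per well; Measure: % inhibition of lipid droplet signal.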
SIAH1 antagonists: Siah-1 peptide-binding antagonists, primary screen, biochemical, fluorescence polarization, rhodamine-plectin, uHTS (AID 1817) | displacement, % at 20 µM, or IC50 in µM where a hit was titrated | Siah-1 / rhodamine-plectin peptide fluorescence polarization; higher % means a stronger effect | actives 0.02% (n = 290,000);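 active = displacement of at least 50% at 20 µM, with a fluorescence ratio check between 0.3 and a set limit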;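 also: plate controls were Siah plus tracer with DMSO for no effect and tracer alone without Siah for full effect; strong numbers were not always called active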
P. falciparum M17LAP: P. falciparum M17LAP inhibitors, primary screen, biochemical, fluorogenic H-Leu-NHMec substrate, 1536-well (AID 1619); recombinant M17LAP, H-Leu-NHMec fluorogenic kinetic assay; higher % means a stronger effect; inhibition, % at 30 µM, or IC50 in µM where a hit was titrated; actives 0.38% (n = 220,000);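 active = compound inhibiting the enzyme by more than half at any dose during confirmatory dose-response retesting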;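 also: plate controls were full reaction with DMSO carrier for no effect and no enzyme background for full effect; strong numbers were not always called active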
UTI89 phage lysis: protection from phage-mediated lysis, alamar blue read-out – E. coli UTI89, K1F phage, bacterial capsule biogenesis inhibitors (AID 488966); E. coli UTI89 K1F phage lysis, alamar blue, 2 h; higher % means a stronger effect; inhibition, % at 100 µM; hits with a dose series show IC50 in µM; actives 0.02% (n = 340,000);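 active = phage lysis inhibition, versus mean bacterial control, above a set limit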;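 also: capsule biogenesis inhibitors block K1F phage lysis so surviving cells raise fluorescence; higher fluorescence means more inhibition of phage lysis; actives were called in the ten point dose series up to 300 µM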
Lipid droplet cells 6.5 µM: recorded beside Lipid droplet, whose call it bears; cell count; measured here: cell count, cytotoxicity flag;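 cells counted across two imaged fields per well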
Numbers without * were called inactive; / = no result given; [ ] = remark or other dose. Rule as the data show it, unless noted: active = inhibition above about 50%; inactive = the rest. Rows are unselected; any-hit rate near 1.9%.

entry	molecule	SIAH1 antagonists	human PMI inhibition	Lipid droplet	P. falciparum M17LAP	Lipid droplet cells 6.5 µM	XIAP antagonists	P. falciparum M1AAP	UTI89 phage lysis	human PMI inhibitors	TNAP activators
1	COc1ccc(N2CCN(C(=O)CCNS(=O)(=O)c3cccs3)CC2)cc1	-2%	-3%	-1	-15%	823	-4.8%	-1%	3.7%	-8%	1.1
2	CC(=O)NCCC(=O)Nc1ccc(C(N)=O)cc1	-2%	-13%	-10	-3%	654	-8.4%	6%	0.3%	-8%	1
3	NNC(=O)Cn1c(SCc2ccccc2)nc2ccccc21	4%	-10%	18	0%	784	-5.1%	2%	0.1%	-12%	1.1
4	CCOC(=O)Cn1c(=O)c2c(nc3n2CCCCN3c2ccc(C)cc2)n(C)c1=O	3%	12%	6	6%	793	-11%	2%	-0.1%	8%	1.1
5	OCCCCNc1cccc2ccccc12	4%	41%	12	-44%	747	14%	15%	1.2%	10%	1.1
6	CCOC(=O)C1(Cc2ccc(OC)cc2)CCN(C(=O)CN2CCCCC2=O)CC1	-3%	1%	-3	6%	666	-3.3%	15%	/	-2%	1
7	CCOC(=O)C1=C(N)N2C(=O)C(C)SC2=C(C(=O)OC)C1c1ccccc1OC (stereo not given)	-1%	25%	0	12%	711	-3.0%	-1%	0.6%	20%	1.1
8	COc1ccc2oc(C)c(C(N)=O)c2c1	-2%	12%	6	2%	798	-3.5%	3%	-0.5%	8%	1
9	CCCCCC(=O)N1CC2(CC(c3cccc(NC(=O)CC(c4ccccc4)c4ccccc4)c3)=NO2)C[C@@H]1C(N)=O (stereo not given in full)	18%	/	6	7%	656	/	7%	1.5%	/	/
10	N#CCSc1ncccc1-c1nc2ccccc2[nH]1	-4%	8%	2	3%	788	-2.5%	1%	-0.1%	10%	1
11	O=C1c2ccccc2C(=O)N1CSc1nnnn1-c1ccccc1	-1%	3%	-19	9%	665	-5.5%	7%	0.4%	5%	1.1
12	Cn1cccc1Cc1nnc(SCC(=O)Nc2ccc3c(c2)OCCO3)n1CCc1ccccc1	-4%	3%	/	8%	/	-4.6%	14%	4.2%	-12%	1
13	O=C(Nc1nnc(CCN2CCCCC2)s1)c1ccc(Br)cc1	5%	3%	0	5%	724	-2.8%	2%	0.3%	3%	1.1
14	Cc1ccc(-n2nnnc2-c2cnn(-c3ccc(F)cc3)c2C(F)(F)F)cc1	0%	10%	-23	3%	689	-5.1%	-4%	2.4%	12%	1.1
15	Cc1ccc(OC(=S)Nc2ccc(O)cc2)cc1	44%	4%	-25	27%	703	1.7%	-2%	0.0%	16%	1.1
16	Cc1ccc2oc(=O)c3cnn(CC(=O)N(CCN(C)C)Cc4ccco4)c3c2c1	2%	-11%	/	5%	/	1.0%	5%	6.5%	-11%	1.1
17	COC(=O)c1cn(NC(=O)/C=C/c2cc(OC)ccc2OC)c(=O)c2ccccc12	5%	5%	18	-6%	756	-4.6%	4%	5.2%[50 µM]	2%	1
18	CCOc1ccc(C(=O)N2CCN(c3ccccc3)CC2)cc1	12%	-4%	9	-5%	723	-10%	-5%	/	-8%	1.1
19	CCn1c(CNc2ccc(Cl)cc2)nnc1SCc1ccc(C)cc1	3%	6%	13	8%	737	-6.7%	7%	4.2%	9%	1.1
20	CC1CCCCN1C(=O)Cn1cnc2c1c(=O)n(C)c(=O)n2C (stereo not given)	3%	5%	-3	0%	720	-8.3%	-5%	0.0%	-1%	1.1
21	CC(NC(=O)NC(=O)c1ccc(Cl)cc1Cl)C1CC1 (stereo not given)	8%	-6%	-9	-8%	683	0.1%	-6%	0.0%	-6%	1.1
22	COc1c(C(=O)NCCSC(C)(C)C)ccc2ccccc12	8%	1%	-5	-8%	687	-2.2%	0%	2.9%[50 µM]	3%	1.1
23	O=C(O)Cn1cc2c(n1)CCCC2	2%	-1%	2	15%	666	-7.9%	-1%	0.1%	-9%	1.1
24	Cc1ccc(NC(=O)C2CCCN2C(=O)Oc2ccccc2)cc1C (stereo not given)	2%	-6%	2	3%	824	-3.0%	-8%	3.4%	-6%	1.1
25	CCN(CC)C(=O)/C(=C/c1cccc([N+](=O)[O-])c1)NC(=O)c1ccco1	0%	-5%	-35	11%	762	-2.4%	6%	-0.7%	-1%	1

entry	molecule	SIAH1 antagonists	human PMI inhibition	Lipid droplet	P. falciparum M17LAP	Lipid droplet cells 6.5 µM	XIAP antagonists	P. falciparum M1AAP	UTI89 phage lysis	human PMI inhibitors	TNAP activators
26	Cc1ccc(NC(=O)CN2C(=O)S/C(=C\c3cc(C)n(-c4ccc(C(=O)O)cc4)c3C)C2=O)cc1	1%	-1%	9	10%	685	-7.5%	16%	-4.7%	17%	1
27	CC(=O)Nc1ccc(OCC(O)Cn2c(C(C)C)nc3ccccc32)cc1 (stereo not given)	11%	-1%	-1	-5%	672	-5.9%	2%	0.0%	-4%	1
28	Nc1cc(=O)[nH]c(SCC(=O)Nc2nc3ccc([N+](=O)[O-])cc3s2)n1	16%	10%	16	27%	686	-3.8%	11%	/	6%	0.8
29	CC(C)Sc1nc(N)nc(-c2cccs2)c1C#N	1%	21%	-1	-11%	581	0.3%	5%	-0.1%	24%	1
30	Brc1cccc(OCCCN2CCCCCC2)c1	-1%	10%	3	-5%	676	0.6%	8%	0.1%	-1%	1.1
31	CCOC(=O)CSc1nnc(CNC(=O)c2cccs2)n1-c1cccc(C)c1	-1%	-1%	/	7%	/	0.0%	4%	-0.8%	-5%	1.1
32	O=C(NCCNS(=O)(=O)c1ccc(Cl)cc1)c1cc(OCC(F)(F)F)ccc1OCC(F)(F)F	9%	-3%	/	4%	/	-6.5%	2%	0.1%	-1%	1.1
33	O=S(=O)(NCc1csc(-c2ccccc2)n1)c1ccc(Cl)s1	-2%	-8%	-100	1%	716	-5.5%	3%	0.7%	-3%	1.1
34	N/C(=N/O)C(c1ccccc1)c1ccccc1	-1%	-13%	2	3%	689	-4.4%	8%	4.3%	-12%	1
35	COc1ccc(NC(=O)C(c2ccc(OC)cc2)N(C)C(=O)CNC(C)=O)cc1 (stereo not given)	0%	-8%	/	0%	/	-3.2%	3%	0.2%	-7%	1.1
36	Cc1nn(-c2ccc([N+](=O)[O-])cc2)c(N)c1-c1ccccc1	6%	1%	4	7%	687	-9.8%	4%	0.0%	0%	1
37	CC(=O)Nc1ccc(S(=O)(=O)Nc2nc3ccccc3nc2-n2ccc(=NC(=O)c3ccccc3)cc2)cc1	-6%	/	-8	3%	690	/	5%	/	/	/
38	CC(=O)NS(=O)(=O)c1ccc(NS(=O)(=O)c2ccc(F)cc2)cc1	1%	5%	/	-13%	/	-0.5%	-2%	-0.7%	3%	1.1
39	Cc1nc2c(C(=O)NCCc3ccccc3)c[nH]n2c(=O)c1Cl	3%	60%*	/	-90%	/	-4.2%	6%	-1.4%	/	1.1
40	COc1ccc2[nH]c(C)c(CCNc3ccc(C(F)(F)F)cc3[N+](=O)[O-])c2c1	-4%	29%	3	-13%	670	-4.1%	-2%	-0.3%[50 µM]	20%	1
41	O=C(Nc1ccc(F)cc1)N1CCC(c2nc3c(nnn3Cc3cccc(Cl)c3)c(=O)[nH]2)CC1	0%	3%	/	14%	/	-2.5%	0%	5.7%	4%	1.2
42	C=CCn1c(-c2cccc(S(=O)(=O)N(CC)CC)c2)n[nH]c1=S	0%	5%	0	5%	542	-4.3%	5%	-0.1%	8%	1
43	O=C1CC(=O)N(c2ccccc2)N1c1ccccc1	12%	-11%	-4	-10%	564	-2.7%	8%	2.8%[50 µM]	-5%	1.1
44	CCOC(=O)C(=CNc1ncccc1C)C(=O)OCC	4%	-5%	14	8%	758	-5.5%	17%	2.4%	3%	1.1
45	Cc1ccc(NC(=O)Nc2ccc(Cl)cn2)cc1	-7%	-8%	3	-2%	687	-7.3%	8%	0.3%	3%	1
46	CC(Nc1nc(-c2ccccc2)nc2ccccc12)c1ccccc1 (stereo not given)	4%	1%	-15	3%	686	2.9%	4%	0.0%	5%	1.1
47	COc1cc(/C=C(\C#N)c2ccccn2)ccc1OCC(=O)Nc1c(Cl)cccc1Cl	5%	-21%	-58	-4%	711	-0.9%	10%	0.6%[50 µM]	-16%	1.1
48	COc1ccc(NC(=O)CCn2nnc(-c3ccc(C)cc3)n2)cc1OC	1%	14%	-8	-3%	691	-1.0%	-1%	1.7%	14%	1
49	COC(=O)COc1cc(OCC(=O)OC)c2c(C)c(Cl)c(=O)oc2c1	-3%	-6%	3	-38%	641	-0.6%	2%	1.6%[50 µM]	-4%	1.1
50	CCOc1cc(CNCCO)cc(Br)c1OCc1ccc(Cl)cc1	1%	-11%	/	9%	/	-5.0%	1%	1.5%	-7%	0.9

Compound profiles, as listed above. Order of values: SIAH1 antagonists, human PMI inhibition, Lipid droplet, P. falciparum M17LAP, Lipid droplet cells 6.5 µM, XIAP antagonists, P. falciparum M1AAP, UTI89 phage lysis, human PMI inhibitors, TNAP activators
O=C1CC(=O)N(c2ccccc2)N1c1ccccc1 across the screens: 12%, -11%, -4, -10%, 564, -2.7%, 8%, 2.8%[50 µM], -5%, 1.1
Cc1nc2c(C(=O)NCCc3ccccc3)c[nH]n2c(=O)c1Cl across the screens: 3%, 60%*, /, -90%, /, -4.2%, 6%, -1.4%, /, 1.1
CCOc1cc(CNCCO)cc(Br)c1OCc1ccc(Cl)cc1 across the screens: 1%, -11%, /, 9%, /, -5.0%, 1%, 1.5%, -7%, 0.9

Next section:
entry	molecule	SIAH1 antagonists	human PMI inhibition	Lipid droplet	P. falciparum M17LAP	Lipid droplet cells 6.5 µM	XIAP antagonists	P. falciparum M1AAP	UTI89 phage lysis	human PMI inhibitors	TNAP activators
51	O=C(Nc1ccc2c(c1)OCCO2)c1ccoc1	4%	/	22	8%	664	/	7%	0.0%	/	/
52	COCCNC(=O)C1CC(c2ccccc2[N+](=O)[O-])=NO1 (stereo not given)	-2%	0%	/	9%	/	-1.1%	-1%	0.5%	-2%	1.1
53	COC(=O)Nc1ccc(S(=O)(=O)N2CCCCC2C(=O)O)cc1 (stereo not given)	13%	6%	10	9%	728	-3.3%	6%	0.5%	9%	1.1
54	Fc1ccc(-c2ncc3ccccn23)cc1	4%	1%	14	/	679	-9.7%	/	-0.2%	13%	1.1

Compound activity (PubChem)
